# Screens as filed in PubChem.
# FXIa inh 1536: human FXIa protease inhibitors, primary screen, biochemical, 1536-well. purified FXIa, Boc-Glu-Ala-Arg-AMC fluorogenic substrate. 220,000 compounds, 0.14% hits. Coagulation factor XI (Homo sapiens), P03951. inhibition, % at 5 µM;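 active means inhibition of at least 40%; inactive means inhibition below 40%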;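 further: fluorescence of freed AMC excited at 355 nm; 0% = enzyme without compound and 100% = no enzyme blank; many of its hits are not listed in these tables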
# KCC2 mod: KCC2 cotransporter modulators, thallium flux, primary screen, cell-based, HEK293 KCC2, FluoZin-2 fluorescence, MLSMR | 190,000 compounds, 2.2% hits | KCC2 cells, thallium flux FluoZin-2 fluorescence | AID 1456, 2008 | Solute carrier family 12 member 5 (Homo sapiens), Q9H2X9 | B-score of Tl+ flux slope (higher = more flux/activation; lower = inhibition) at 10 µM;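 active means thallium flux slope and its plate-corrected score both differing from the plate sample mean at a set confidence after two filtering rounds, in either direction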;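 further: slope of fluorescence scaled to starting intensity during 10 to 20 s after thallium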
# Calpain2 inh: inhibitors of pig calpain II, primary screen, biochemical, fluorogenic peptide substrate, 1536-well; inhibition, % at 16 µM; purified calpain II, 30 min; 220,000 compounds, 0.37% hits;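 active means inhibition above about 50%, limit read from the data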
# hK5 inh: human KLK5 protease inhibitors, primary screen, biochemical, 1536-well; Kallikrein-5 (Homo sapiens), Q9Y337; recombinant hK5, fluorogenic AMC substrate cleavage; inhibition, % at 5 µM; 210,000 compounds, 0.59% hits;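 active means inhibition of 40% or more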;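 further: 0% = enzyme controls without compound and 100% = no-enzyme blanks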
# PERK inhibitor: block of dimerizer-induced PERK translation repression, primary screen, PERK inhibitor project, CHO PERK-DD cells, SEAP luminescence, HTS; inhibition, % at 5.6 µM; 220,000 compounds, 0.17% hits; CHO PERK-DD fusion, SEAP luminescence translation reporter; Eukaryotic translation initiation factor 2-alpha kinase 3 (Homo sapiens), Q9NZJ5;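 active means inhibition above the mean inhibition of all tested compounds plus 3 SD, set separately per screening campaign, cut at about 2.9% in these data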;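 further: PERK kinase domain activated by AP20187 dimerizer at 100 nM; 0% = DMSO with dimerizer and 100% = rapamycin at 8.4 µM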
# Rad51 HR inh: human RAD51 strand exchange inhibitors, primary screen, biochemical, fluorescence | 200,000 compounds, 0.085% hits | hRad51 DNA strand exchange, fluorescence dequenching | DNA repair protein RAD51 homolog 1 (Homo sapiens), Q06609 | AID 1385, 2008 | inhibition, % at 10 µM;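 active means inhibition above 40% at the single screening dose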;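 further: 0% = DMSO control wells and 100% = blanks with heterologous ssDNA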
# Target sequence (Q06609 whole entry, looked up): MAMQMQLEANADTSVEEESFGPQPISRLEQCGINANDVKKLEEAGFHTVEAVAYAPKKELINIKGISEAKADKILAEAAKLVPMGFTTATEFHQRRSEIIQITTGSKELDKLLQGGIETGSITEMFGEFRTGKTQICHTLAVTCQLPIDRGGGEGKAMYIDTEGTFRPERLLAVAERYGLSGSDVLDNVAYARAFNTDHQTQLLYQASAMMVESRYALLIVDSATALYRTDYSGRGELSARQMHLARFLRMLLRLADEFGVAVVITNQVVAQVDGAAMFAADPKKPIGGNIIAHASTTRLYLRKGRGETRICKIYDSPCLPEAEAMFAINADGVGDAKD
#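 Test system – preformed human Rad51 ssDNA filaments · Reagent – Donor/quencher-labelled 47-bp dsDNA substrate · Incubation – 37 °C 15-min filament assembly, 30-min compound preincubation, 15-min exchange · Signal – FRET fluorescence dequenching, excitation 485 nm, emission 520 nm · Read-out – percent inhibition from fluorescence, normalised to plate control and blank means · Benchmarks – plate control and blank wells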
# Thrombin inh: human alpha-thrombin inhibitors, primary screen, counter-screen for coagulation protease inhibitor project, biochemical, 1536-well, fluorogenic AMC substrate | Boc-VPR-AMC fluorogenic substrate cleavage | inhibition, % at 5 µM | 220,000 compounds, 0.26% hits | AID 1046, 2008;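 active means inhibition at or above 40%; inactive means inhibition below 40%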;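 further: 0% = enzyme with no compound and 100% = wells without enzyme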
#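 System: Human alpha-thrombin protein | Medium: pH 7.5 Tris (50 mM) with NaCl 150 mM, Tween 20 0.05% | Times: Enzyme reaction carried out at room temperature | Detection: AMC fluorescence, 355/460 nm | Evaluation: Percent inhibition scaled between no-compound controls and no-enzyme blanks | Benchmarks: Enzyme without compound as high, wells lacking enzyme as low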
# Furin inhibitor: human furin inhibitors, primary screen, biochemical, fluorescence intensity. 220,000 compounds, 0.061% hits. AID 463115, 2010. inhibition, % at 30 µM. purified furin, fluorogenic substrate cleavage. P09958; in the data active means inhibition above about 25%; further: inactives centre near -15
# FXIIa inh 1536: human FXIIa protease inhibitors, primary screen, biochemical, 1536-well. purified FXIIa, Boc-QGR-AMC fluorogenic substrate, 2 h. inhibition, % at 5 µM. 220,000 compounds, 0.3% hits. AID 800, 2007; in the data active means inhibition above about 40%;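 further: 0% = enzyme with no compound and 100% = blank without enzyme; many of its hits are not listed in these tables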
# Target sequence (P00748 20-372 limits assumed): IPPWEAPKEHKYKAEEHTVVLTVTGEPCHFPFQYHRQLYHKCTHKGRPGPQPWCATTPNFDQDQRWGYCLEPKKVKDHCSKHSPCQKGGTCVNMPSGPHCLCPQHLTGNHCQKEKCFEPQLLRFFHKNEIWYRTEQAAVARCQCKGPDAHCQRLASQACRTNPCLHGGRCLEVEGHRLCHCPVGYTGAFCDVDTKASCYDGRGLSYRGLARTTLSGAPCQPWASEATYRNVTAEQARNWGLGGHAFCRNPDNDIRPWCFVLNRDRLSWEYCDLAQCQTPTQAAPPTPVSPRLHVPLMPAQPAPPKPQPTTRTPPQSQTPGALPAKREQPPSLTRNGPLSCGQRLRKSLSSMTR
# Target sequence (P00748 373-615 limits assumed): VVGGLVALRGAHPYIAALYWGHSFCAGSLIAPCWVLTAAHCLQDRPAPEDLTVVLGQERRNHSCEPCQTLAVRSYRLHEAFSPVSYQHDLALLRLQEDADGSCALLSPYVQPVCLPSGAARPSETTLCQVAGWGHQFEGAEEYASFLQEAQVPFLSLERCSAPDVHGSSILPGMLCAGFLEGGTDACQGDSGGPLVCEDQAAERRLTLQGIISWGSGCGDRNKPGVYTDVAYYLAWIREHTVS
# An asterisk follows results filed as active; . = no result given; [ ] = another dose, or the depositor's remark.
# Every second line gives: FXIIa inh 1536	PERK inhibitor	FXIa inh 1536	hK5 inh	Furin inhibitor	KCC2 mod	Calpain2 inh	Rad51 HR inh	Thrombin inh
> Cc1ccccc1N(CC(N)=O)S(C)(=O)=O
→ 2.3	0.2	-7.6	1.9	-5.7	-0.603	17.8	-0.8	-2.6
> COc1cc(NS(=O)(=O)c2ccc(OC)c(OC)c2)cc(OC)c1
→ 18.3	-0.7	2.3	-5.9	-10.3[20 µM]	1.03	7.5	0.9	4.6
> COc1ccc(C2=NN(C(=S)Nc3ccccc3)C(c3ccccc3)C2)cc1 (stereo not drawn)
→ 17.9	0.1	8.3	-10.9	8.7	0.0327	-9.1	-7.7	-5.6
> N#Cc1ccccc1Cn1c(=O)n(CCCC(=O)NCc2ccc3c(c2)OCO3)c(=O)c2ccccc21
→ 5.4	0.7	4.6	-4.2	-8.8	0.686	3.8	.	-7.8
> C/C(=N\NC(=O)Cc1csc(N2CCOCC2)n1)c1ccc(Cl)c(Cl)c1
→ 1.8	1.1	-3.6	-2.9	-9.0	-2.68	21.3	-4.6	-5.0
> COc1cc(-c2nc(-c3ccc4c(c3)-c3ccccc3S4(=O)=O)c(-c3ccccc3)[nH]2)cc(OC)c1OC
→ 12.8	-1.2	2.4	-0.4	-16.4[20 µM]	-0.104	-328.4	9.0	5.0
> Cn1c(=O)[nH]c(=O)c2c1nc(SCC(O)CO)n2Cc1ccccc1Cl (stereo not drawn)
→ 7.6	1.7	-1.4	-2.9	-9.2	0.0555	-31.0	-6.0	1.7
> Cc1noc(C)c1COc1cccc(C(=O)OC(C)C(=O)Nc2ccc3c(c2)OCO3)c1 (stereo not drawn)
→ -0.9	-1.2	0.1	-11.1	-14.2[20 µM]	-1.68	-41.1	4.7	-5.2
> COc1cccc(C2C3=C(CC(C)(C)CC3=O)Nc3cc(OC)c(OC)cc32)c1 (stereo not drawn)
→ 0.4	-0.2	11.1	-8.5	-17.6	0.465	-492.4	-5.8	-26.2
> Oc1ccc(N=Nc2cccc(C(F)(F)F)c2)cc1C=Nc1ccc(N2CCOCC2)cc1
→ 4.8	-0.8	-6.4	2.7	6.7	-0.79	19.3	16.6	-10.7
> CCCCN(CC)C(=O)Cn1ncc2c1-c1cc(C)ccc1OC2
→ 3.5	-0.7	-7.8	30.1	-9.3	-0.131	-14.9	-1.1	-6.6
> COc1cccc(Cn2cccc(NC(=O)NC3CCCCC3)c2=O)c1
→ 13.0	-0.3	5.1	7.3	-27.4	0.267	-18.0	2.3	2.4
> Cc1nc2c(-c3ccc(F)cc3)c(C)nn2c(C)c1CCC(=O)NC(C)CCc1ccco1 (stereo not drawn)
→ 14.1	-0.6	3.5	-10.0	-5.9	-2.69	-0.2	-9.1	-3.2
> COc1ccccc1NC(=O)/C=C1\NC(=O)CS1
→ 3.5	0.5	11.2	-2.2	-23.1	0.567	-16.3	-3.9	-2.9
> CCC(C)N(C)C(=O)c1cc2ccccc2c(-c2ccccc2Cl)n1 (stereo not drawn)
→ 3.0	1.7	-3.0	-1.9	-29.5	-0.341	-14.5	22.5	-18.2

# Next structures.
# Every second line gives: FXIIa inh 1536	PERK inhibitor	FXIa inh 1536	hK5 inh	Furin inhibitor	KCC2 mod	Calpain2 inh	Rad51 HR inh	Thrombin inh
> CSc1ccc(Cl)c(C(=O)OCC(=O)N2CCOCC2)c1
→ 12.6	0.7	3.3	-23.9	-10.0	.	-70.0	0.1	-12.2
> CC(C)OC(=O)c1ccc(NC(=O)C2C3CC4OC(=O)C2C4C3)cc1 (stereo not drawn)
→ 7.3	-0.5	0.1	1.5	-21.4[20 µM]	0.469	-1.1	-6.3	-3.3
> COc1cc(/C=C2/SC(=Nc3ccc(O)cc3)NC2=O)ccc1O
→ 7.9	0.3	4.5	1.5	-1.8	.	18.4	-227.1	-2.2
> CCOC(=O)c1cccc(NC(=O)Nc2ccc(OCC)cc2)c1
→ 5.2	-1.9	-6.6	-6.3	-11.2	-0.329	15.1	-7.4	1.1
> O=S(=O)(c1cccc(S(=O)(=O)N2CCC(n3nnc4ccccc43)CC2)c1)N1CCCCC1
→ 13.5	-0.9	0.8	15.8	-23.9	-6.25*	-73.2	1.8	-1.9
> CC1(C)CC(CCNC(=O)c2ccco2)CC(C)(C)N1
→ 4.2	0.7	-17.4	-39.4	-17.7[20 µM]	.	-35.6	1.4	-5.2
> CCCC1=C(C(=O)OCC)C(c2ccc(OC)c(C)c2OC)C(C#N)=C(N)O1 (stereo not drawn)
→ 5.1	-1.0	0.3	-3.2	7.2	-1.44	24.3	.	-3.4
> O=[N+]([O-])c1ccccc1Nc1c2ccccc2nc2ccccc12
→ 10.8	0.7	0.9	3.4	-13.1	0.564	-18.4	3.0	0.2
> Cc1nc(SCC(=O)NCc2ccco2)nc(C)c1C
→ -5.6	1.0	-5.9	-9.1	-16.2	0.379	-11.9	-2.5	-2.9
> CCCn1c(NC(=O)c2ccco2)nc2ccccc21
→ 12.3	-0.1	3.7	1.4	-18.5	-0.604	4.4	-2.3	-1.2
> COc1ccc(C)cc1-n1nnnc1SCC(=O)c1ccc2c(c1)OCCO2
→ 6.6	-1.0	3.9	-2.0	-18.7	-1.62	-39.0	-9.2	-3.0
> O=C(O)/C=C/C(=O)Nc1cccc2cccnc12
→ 12.0	-0.4	6.5	4.4	-2.3	-1.92	10.8	-8.6	7.5
> O=C(N=NC(=O)c1ccco1)c1ccc2c(O)n(N3C(=O)c4ccccc4C3=O)c(O)c2c1
→ 12.7	0.0	7.3	-11.2	-35.7	-0.319	0.7	.	-2.7
> CCNCC(O)COCC(O)CNCC (stereo not drawn)
→ -3.1	1.5	-4.9	-0.4	-18.3[20 µM]	0.907	15.5	5.7	-10.9
> COc1ccc(-c2cccc(C(=O)Nc3ccccc3C)c2)cc1
→ 8.6	1.2	3.8	-6.2	-13.4	0.804	10.9	-1.9	-3.2

# Next section:
# Every second line gives: FXIIa inh 1536	PERK inhibitor	FXIa inh 1536	hK5 inh	Furin inhibitor	KCC2 mod	Calpain2 inh	Rad51 HR inh	Thrombin inh
> Cc1ccc(C(NC(=O)N2CCCC2)C(Cl)(Cl)Cl)cc1F (stereo not drawn)
→ 9.0	0.3	2.7	-2.0	-26.0	-0.908	2.9	-3.5	-3.2
> COc1ccc(-n2cc(CNCc3cccnc3)c(-c3cccc(F)c3)n2)cc1
→ 14.7	0.1	3.4	.	-15.5	-0.00786	-1.2	-3.3	-1.2
> CC(C)C(=O)Nc1ccc(C(=O)NNC(=O)CCCOc2ccc(Cl)cc2Cl)cc1
→ 15.7	0.9	-0.5	-16.1	-23.3[20 µM]	.	3.5	-1.9	1.7
> CCNC(=O)CSc1nnc(-c2cccs2)o1
→ 1.1	1.1	-9.2	-7.5	-16.6	-0.176	-4.7	-1.7	-7.2
> Cc1ccc(C)c(N2CCN(c3nnnn3-c3ccccc3)CC2)c1
→ 7.2	-1.4	-4.0	-2.1	-7.3[20 µM]	-0.0455	19.2	6.8	-5.2
> Cn1nc(C(F)(F)F)c(-c2ccccc2)c1NC(=O)c1cccnc1
→ 3.7	-0.2	-2.7	-3.4	-10.6	0.0812	-8.7	-2.9	-4.7
> Cc1ccccc1NC(=O)COC(=O)CCSc1ccccc1
→ 0.2	0.5	-6.5	-5.5	-29.2	-0.928	-13.6	11.5	4.5
> Cc1cc(O)c(C(=O)Cc2csc(C)n2)c(O)c1
→ -3.8	0.7	-3.5	-6.0	-22.2	-0.466	12.2	4.9	-12.1
> COc1ccc(S(=O)(=O)N2CCOCC2)cc1OC
→ 2.9	0.1	10.2	9.9	-17.7	2.06	20.8	7.8	6.8
> CCNC(=O)CN(CCc1ccccc1)S(=O)(=O)c1ccc(OC)cc1
→ -13.8	-0.4	3.1	-15.4	-31.6[20 µM]	.	10.6	1.6	-4.3
> CCOc1cc(/C=C2\SC(=S)N(Nc3ccccc3)C2=O)ccc1O
→ 12.0	0.4	4.3	3.2	-17.1[20 µM]	-0.207	-8.7	.	2.8
> O=C(O)c1ccc(S(=O)(=O)N2CCC(c3nc(-c4ccccc4Cl)no3)CC2)cc1
→ 14.4	-0.7	-2.8	-6.5	-20.0	-1.69	-17.3	-6.8	-4.2
> Nc1ccc(SC(F)(F)F)cc1
→ 4.1	0.1	-4.0	-4.4	-31.7	-0.318	-11.5	2.0	-6.2
> CC(=O)Nc1nc2c(s1)C(=O)NCC(C)(C)C2
→ -0.6	0.9	-4.7	-7.5	-11.9	.	9.7	-7.7	-10.6
> COc1cc(/C=C/C(=O)O)cc(S(=O)(=O)NCC2CCCO2)c1OC (stereo not drawn)
→ 8.8	1.6	-1.8	-1.3	-20.8	-0.625	-30.4	.	-10.2
> COc1ccc(C2Nc3ccccc3C(=O)N2Cc2ccco2)cc1COc1ccc(F)cc1 (stereo not drawn)
→ 6.9	-0.8	2.0	-14.4	-26.8[20 µM]	-1.14	-83.9	0.7	-2.1

# Ten compounds from above, arranged by number of heavy atoms, low to high:
# Every second line gives: FXIIa inh 1536	PERK inhibitor	FXIa inh 1536	hK5 inh	Furin inhibitor	KCC2 mod	Calpain2 inh	Rad51 HR inh	Thrombin inh
> CC(=O)Nc1nc2c(s1)C(=O)NCC(C)(C)C2
→ -0.6	0.9	-4.7	-7.5	-11.9	.	9.7	-7.7	-10.6
> Cc1cc(O)c(C(=O)Cc2csc(C)n2)c(O)c1
→ -3.8	0.7	-3.5	-6.0	-22.2	-0.466	12.2	4.9	-12.1
> COc1ccc(S(=O)(=O)N2CCOCC2)cc1OC
→ 2.9	0.1	10.2	9.9	-17.7	2.06	20.8	7.8	6.8
> Cc1ccc(C(NC(=O)N2CCCC2)C(Cl)(Cl)Cl)cc1F (stereo not drawn)
→ 9.0	0.3	2.7	-2.0	-26.0	-0.908	2.9	-3.5	-3.2
> Cc1ccccc1NC(=O)COC(=O)CCSc1ccccc1
→ 0.2	0.5	-6.5	-5.5	-29.2	-0.928	-13.6	11.5	4.5
> Cc1ccc(C)c(N2CCN(c3nnnn3-c3ccccc3)CC2)c1
→ 7.2	-1.4	-4.0	-2.1	-7.3[20 µM]	-0.0455	19.2	6.8	-5.2
> CCNC(=O)CN(CCc1ccccc1)S(=O)(=O)c1ccc(OC)cc1
→ -13.8	-0.4	3.1	-15.4	-31.6[20 µM]	.	10.6	1.6	-4.3
> COc1ccc(-n2cc(CNCc3cccnc3)c(-c3cccc(F)c3)n2)cc1
→ 14.7	0.1	3.4	.	-15.5	-0.00786	-1.2	-3.3	-1.2
> O=C(O)c1ccc(S(=O)(=O)N2CCC(c3nc(-c4ccccc4Cl)no3)CC2)cc1
→ 14.4	-0.7	-2.8	-6.5	-20.0	-1.69	-17.3	-6.8	-4.2
> COc1ccc(C2Nc3ccccc3C(=O)N2Cc2ccco2)cc1COc1ccc(F)cc1 (stereo not drawn)
→ 6.9	-0.8	2.0	-14.4	-26.8[20 µM]	-1.14	-83.9	0.7	-2.1

# A portion of the library; count on the stated rates, not on these rows.
